Pf Dd2 growth – blocks in vitro growth of P. falciparum Dd2; Potency, µM (doses to about 28.9 µM), without a hit: at the top dose activity, negative = inhibition, hits mostly inhibitors; P. falciparum Dd2 growth, SYBR Green, 72 h; 4.3% of 120,000 active; active means well fitted inhibition curve with a large enough effect; inconclusive means small, poorly fitted or top-dose-only effect; inactive means no such curve, though single readings can be large or run the other way;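 further: plate controls were DMSO vehicle for no effect and reference drug for full effect; nearly all actives have a fitted effect of over 65% in size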
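Readout: SYBR Green fluorescence, 485 nm excitation, 535 nm emission, after ~16 h lysis at 37C. Before that, Dd2-infected red cells (2.5% hematocrit) grew 72 h with compound, 29 uM top final concentration.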
The depositor's hits bear a star; i = inactive; ? = inconclusive; [ ] = another dose, or the depositor's remark. Potency means the concentration at half of the fitted maximal effect. Some of the compounds tested, so the mix of outcomes need not match the whole.

SMILES	Pf Dd2 growth
COc1cc(CNC(=O)c2cnc3c(c2)N(C(=O)Cc2ccc(C(C)C)cc2)CCC3)cc(OC)c1	48%[activator]
COc1ccccc1C(=O)NCC(c1cccnc1)N1CCc2ccccc2C1 (configuration not stated)	?
COc1cccc(NC(=O)N2CCCC(O)(CNS(C)(=O)=O)CC2)c1 (configuration not stated)	-6%
CCOc1ccc(CNC(=O)c2ccc(-c3nc(CSc4ccc(C)cc4)c(C)o3)cc2)cc1	39%[activator]
Cc1cccc(CC(=O)N2C[C@@H](CN3CCCN(C)CC3)[C@@H](CO)C2)c1	0%
COc1ccccc1-c1nc2cc(NC(=O)c3ccccc3Cl)ccc2o1	1%
CCn1ccc(C(=O)N2CCOc3ccc(CN4CCCCC4)cc3C2)n1	i
CCN(CC)C(=O)C[C@@H]1CCNC[C@@H]1Cc1cc(-c2ccccc2)on1	i
Cc1ccc(NC(=O)N2CC=C(c3c[nH]c4ccccc34)CC2)cc1Cl	?
Cc1noc(C)c1CC(=O)N1CCCC1c1nc(C2CCOCC2)no1 (configuration not stated)	33%[activator]
COc1cc2c(cc1NC(=O)COc1cc(C)ccc1C)oc1ccccc12	14%
COc1ccc(-c2cnc3n[nH]c(-c4sccc4C)c3n2)cc1	?
CC(Oc1ccc2ccccc2c1)C(=O)N(C)Cc1ccc2nsnc2c1 (configuration not stated)	-5%
O=C(NC1CCCC1)C1(CCO)CCN(c2ncccn2)C1 (configuration not stated)	30%
Cc1cccc(N2CCN(C(=O)C3CCCN(C(=O)c4cc5sccc5n4C)C3)CC2)c1C (configuration not stated)	-6%
Cc1nc(C)c(C(=O)N2CCCCCCNC(=O)[C@@H]3C[C@@H](c4nc(C(C)C)no4)C[C@@H]32)s1	i
COc1ccc(C)cc1NC(=O)CN(c1cc(C(F)(F)F)ccc1Cl)S(C)(=O)=O	i
O=C(c1ccc(F)cc1)N1CC[C@H]2COC(=O)N2c2cc(F)ccc2C1	i
COc1ccc(C2=NOC3(CCCN(C(=O)c4ccc(C(F)(F)F)cc4)C3)C2)cc1 (configuration not stated)	-19%
O=C1NCCN2CC3(CCN(S(=O)(=O)c4ccccc4)CC3)CC12 (configuration not stated)	3%
Cc1cccc(NC(=O)Cn2c(=O)c(-c3noc(C)n3)c3n(c2=O)CCCC3)c1	8%
CCC1CCCCN1S(=O)(=O)c1ccc2c(c1)CCCN2C(C)=O (configuration not stated)	16%
O=C1Cc2c(-c3ccccc3OCc3ccccc3)n[nH]c2CN1Cc1ccccc1	10µM*
O=C1CCN(Cc2ccncc2)CCCC(C(=O)N2CCN(c3ccccn3)CC2)CCN1 (configuration not stated)	-17%
Clc1cnccc1CN1CCNc2cnc(-c3ccccc3)cc2C1	i
Cc1ccc2oc(-c3ccc(Cl)cc3)c(O)c(=O)c2c1	?
O=C(Nc1ccc(-c2nnc3n2CCCC3)cc1)c1ccccc1F	?
CCn1nccc1C(=O)N1C[C@@H](COC)[C@H](c2nc(C)no2)C1	29%
Cc1ccccc1NC(=O)c1c(NC(=O)c2cccs2)sc2c1CCC(C)C2 (configuration not stated)	?
Cc1noc(C)c1-c1cc2c(c(-c3cnn(C)c3)c1)C(=O)N(C)C2	?
Cc1noc(-c2ccn3c(CNC(=O)c4ccc(F)c(Cl)c4)nnc3c2)n1	-25%
COc1ccc(-c2[nH]nc3ncc(-c4ccc(C)cc4)nc23)cc1F	13µM*
O=c1[nH]nc2n1CCN(Cc1ccc(F)c(F)c1)CC2	17%
CNC(=O)[C@@H]1CN(C(=O)c2cncn2C)C[C@H]1COC	-19%
C#C[C@H]1CN2CC[C@H]1C[C@@H]2CNC(=O)c1ccc(N(C)C)cc1	?
COc1ccc(CN2CC3(CCN(S(=O)(=O)c4ccc(F)cc4)CC3)C2=O)cc1	i
COc1cc(-c2ccnc3nc(CCC4CCCC4)nn23)cc(OC)c1OC	?
CCn1cnnc1CC1CCN(C(=O)C2CCCCC2)C1 (configuration not stated)	14%
O=[N+]([O-])c1ccc(C(c2sc3nc(-c4ccco4)nn3c2O)N2CCN(Cc3ccccc3)CC2)cc1 (configuration not stated)	?
CCCCCC(=O)N1CC[C@@H](CC(=O)NCc2ccc(F)cc2)[C@@H](CC)C1	-3%[44.1 µM]
CCOc1ccc(-n2cc(-c3ccccc3)c3c(Nc4cccc(F)c4)ncnc32)cc1	6%
CCCCC(=O)N(C)CC1CCOCC1	20%
N=c1n(CCO)c2ccccc2n1Cc1ccccc1F	?
Cc1ccc(Cl)cc1N1CCN(c2nc3ccccc3c3nc(-c4cccnc4)nn23)CC1	21%
CN(C)C(=O)N1Cc2ccccc2OC2(CCN(C(=O)c3c[nH]c4ccccc34)CC2)C1	?
CCCn1c(=O)c2sccc2n2c(CCCC(=O)Nc3cccc(CC)c3)nnc12	i
COC(=O)C1CCN(C(=O)CC[C@H]2CNC(=O)[C@@H]3[C@@H](CCN3Cc3cccs3)N2C)CC1	7%
O=C1Nc2ccccc2CC12CCN2Cc1cccc2ccccc12 (configuration not stated)	-2%[44.1 µM]
COC(=O)c1ccc(Nc2ncnc3c2cnn3-c2ccccc2)cc1	?
CC(C)C1=NOC2(CCCN(CC3CCCC3)C2)C1 (configuration not stated)	?
O=C(O)Cn1ccc2cc(OCC3CCN(C(=O)COc4ccccc4)CC3)cnc21	i
CC(C)C(=O)N1CCC(N2C[C@H](O)C[C@H]2C(=O)NC2CCCCC2)CC1	0%
Cc1c(NS(=O)(=O)c2ccccc2)cc(C(C)C)c(O)c1S(=O)(=O)c1ccc(Cl)cc1	-13%
O=C(CN1C(=O)NC2(CCOCC2)C1=O)Nc1ccc2c(c1)CCC2	51%[activator]
COc1ccc(NC(=O)Nc2cc(-c3cn4cccnc4n3)ccc2C)cc1	10%
CCOC(=O)CNC(=O)Nc1cc(C(=O)NCc2ccccc2OC)ccc1N1CCCC1	15%
CCN1C(=O)c2ccccc2Sc2ccc(NC(=O)COc3ccc(Cl)cc3)cc21	i
CCCC(=O)Oc1c(Sc2ccc(C)cc2)c(C)nn1-c1ccccc1	-27%
O=C(NC1CCC1)c1c(OCC2CC2)cc(=O)n2c1CCOCC2	0%
CC1=C(C(=O)Nc2ccc(C)cc2C)C(c2ccc(Cl)cc2)n2nc(C(=O)OC(C)C)nc2N1 (configuration not stated)	-5%

Later entries
SMILES	Pf Dd2 growth
OC1CC(c2cc(N3CCC(c4nc5ccccc5[nH]4)CC3)ncn2)C1 (configuration not stated)	?
COCCNC(=O)CCn1nc(-c2ccc(Cl)cc2)c2ccccc2c1=O	i
CN(Cc1ccccc1)C(=O)Cc1ccc(N(Cc2ccccc2)C(=O)c2ccco2)cc1	?
CCn1ncnc1C(C)NC(=O)c1cn(CCN2CCNCC2)nn1 (configuration not stated)	25%
COc1ccc(-c2ccc3c(c2)C(=O)N2CC[C@H](NC(=O)NC(C)C)[C@H]2C(=O)N3)c(OC)c1	-2%
CCC(C)(C)NC(=O)C(NS(=O)(=O)c1cccs1)c1ccccc1 (configuration not stated)	18%
O=C1c2cnc(-c3ccc(O)c(F)c3)nc2OCCN1c1ccccc1	i
COc1ccc(NC(=O)CN2C(=O)C(c3ccccc3)=NC23CCCCC3)cc1	i
O=C1NCc2ccccc2CC12CCCN(CC1CCCCC1)C2 (configuration not stated)	-23%
CN1CCc2nc(N3CCN(C(=O)CCC4CCCC4)CC3)sc2C1	i
Cc1noc(CN2CCCn3nc(C(O)C4CCC4)cc3C2)n1 (configuration not stated)	-7%
CC(C)CC(C(=O)NCCc1ccccc1)N1Cc2ccccc2C1=O (configuration not stated)	16%
O=C(NCCN1CCCCC1)c1ccc(Cn2c(SCc3ccccc3)nc3cccnc32)cc1	5µM*
O=C(C1CCCC1)N1CC(c2nc(CCOCC3CCOCC3)no2)C1	i
CN(C)[C@@H]1CN(Cc2ccc(C#N)cc2)C[C@H]1CO	8%
CCN(CC)CCn1c(-c2ccccc2)csc1=Nc1ccccc1	?
Cc1ccccc1CCN1CCCC(CN(C)C(=O)c2cc3ccccc3[nH]2)C1 (configuration not stated)	?
Cc1ccc(C)c(NC(=O)Cn2c(=O)oc3cc(S(=O)(=O)NCc4ccccc4)ccc32)c1	6%
Cc1ccc(C(=O)N2CCCCCNC(=O)[C@@H]3CCCC[C@@H]32)cn1	-6%
CCn1c(SCc2ccccc2F)nc(=O)c2c(C(=O)OC)cc(C3CC3)nc21	i
c1ccc(-c2nc(CC3CCNC3)no2)cc1 (configuration not stated)	?
O=C(CN1C(=O)COc2ccc(S(=O)(=O)N3CCOCC3)cc21)N1CCN(c2ccccc2F)CC1	-23%
O=C1CCN(C(=O)NCCc2ccccc2)CCCCCCN1	-3%
COc1ccc(-n2ncc(C(=O)NCc3ccc4c(c3)OCO4)c2C2CCN(C(=O)OC(C)(C)C)CC2)cc1	?
O=C(c1cccnc1)N1CCCCC1c1nc(C2CC2)n[nH]1 (configuration not stated)	4%
CCOCCOc1ccccc1C(=O)N1CC[C@@](O)(COC)C(C)(C)C1	0%
Cc1cccc(N(C)C(=O)Cn2cnc3nc4c(cc3c2=O)CCCC4)c1	56%[activator]
COc1ccc([C@H]2C[C@@H](O)[C@@H](O)[C@@H]2NC(=O)c2nc3ccccc3s2)cc1	-10%[44.1 µM]
Cc1cc(C)cc(NC(=O)N2CCN(C)c3ncccc32)c1	21%
CCOC(=O)c1c(NC(=O)c2ccc(S(=O)(=O)N3CCC(C)CC3)cc2)sc2c1CCN(C)C2	8.9µM*
COC(=O)[C@@H]1Cc2nc[nH]c2CN1Cc1ccc(Cl)cc1	?
Cc1cc(F)ccc1NC(=O)CN1C(=O)NC2(CCS(=O)(=O)CC2)C1=O	11%
Cc1noc(C)c1CCC(=O)N1CCN(Cc2ccccc2)CC(O)C1 (configuration not stated)	-2%
CC(=O)N1CCC(N2CCOC[C@H]2c2ncc(-c3ccc(C)cc3)[nH]2)CC1	5%[44.1 µM]
c1ccc(-c2ccc(CNCc3cccs3)o2)cc1	i
Fc1ccc(CN2CC[C@H](c3nc4ccc(C(F)(F)F)cc4[nH]3)C2)cc1F	?
COc1ccccc1N1CCN(C(=O)C[C@@H]2CCNC[C@@H]2Cc2cc(CN3CCOCC3)on2)CC1	5%
Cc1cc(C)cc(NC(=O)Nc2nnc(N(C)C3CCCCC3)s2)c1	-8%
O=C1NCCCCCCN(C(=O)Cc2cccnc2)[C@@H]2CCC[C@H]12	18%
CC(C)c1ccc(S(=O)(=O)c2nnn3c2nc(N2CCCCC2)c2ccccc23)cc1	-15%
COc1ccc(C(=O)N2CCC(Cc3nc(C(C)C)no3)CC2)cc1	i
Cc1noc(-c2cccn3c(CNC(=O)c4ccco4)nnc23)n1	i
COc1ccc(C(=O)N2[C@H]3CC[C@@H]2c2cnc(C)nc2C3)cn1	35%[activator]
CCC(=O)N1CCc2sc(C(=O)NC3CCN(Cc4ccccc4)CC3)cc2C1	?
COc1ccc(OC)c(NC(=O)c2cc3c(=O)n4cccc(C)c4nc3n2C)c1	7%
CCNc1cc(N2CCC(CCC(=O)NCc3c(C)nn(C)c3C)CC2)ncn1	-15%
COc1ccc(-c2ccc3nc(-c4ccc(C)c(F)c4)oc3c2)c(OC)c1OC	11%
O=C(NCC(c1cccnc1)N1CCN(Cc2ccccc2)CC1)C(=O)Nc1cccc(F)c1 (configuration not stated)	?
COCc1noc(CC2CN(C(=O)c3cn(-c4ccccc4)nn3)CCO2)n1 (configuration not stated)	-6%
COc1ccc(Nc2cc(C(=O)NCCCN(C)C3CCCCC3)c3ccccc3n2)cc1	5.6µM*
CCCCNC(=O)CC(c1cccc(OC)c1)c1c[nH]c2ccccc12 (configuration not stated)	i
CC(C)CN1CCN(C(=O)c2cc3c(s2)CCN(C(=O)c2ccc(Cl)cc2)C3)CC1	?
COc1ccc(-c2nn(CC(=O)NCc3ccccc3)c3c2cnc2ccc(F)cc23)cc1	i
COc1ccc(CN2Cc3cc(NC(=O)c4c(F)cccc4F)ccc3OCC2=O)c(OC)c1	i
CNC(=O)[C@@H](C1CCCCC1)N1CCC[C@H]1C(=O)NCCN1CCOCC1	-3%[44.1 µM]
CCN(c1ccccc1)c1nnc(NC(=O)Nc2ccc(Br)cc2)s1	-9%
O=C(CSc1ccccn1)N[C@@H]1CCOC[C@H]1OCc1cscn1	i
O=C(Cn1nc2n(c1=O)CCCC2)Nc1cccc(C(F)(F)F)c1	i

Structures shown so far that have a Cl atom:
SMILES	Pf Dd2 growth
COc1ccccc1-c1nc2cc(NC(=O)c3ccccc3Cl)ccc2o1	1%
Cc1ccc(NC(=O)N2CC=C(c3c[nH]c4ccccc34)CC2)cc1Cl	?
COc1ccc(C)cc1NC(=O)CN(c1cc(C(F)(F)F)ccc1Cl)S(C)(=O)=O	i
Clc1cnccc1CN1CCNc2cnc(-c3ccccc3)cc2C1	i
Cc1ccc2oc(-c3ccc(Cl)cc3)c(O)c(=O)c2c1	?
Cc1noc(-c2ccn3c(CNC(=O)c4ccc(F)c(Cl)c4)nnc3c2)n1	-25%
Cc1ccc(Cl)cc1N1CCN(c2nc3ccccc3c3nc(-c4cccnc4)nn23)CC1	21%
Cc1c(NS(=O)(=O)c2ccccc2)cc(C(C)C)c(O)c1S(=O)(=O)c1ccc(Cl)cc1	-13%
CCN1C(=O)c2ccccc2Sc2ccc(NC(=O)COc3ccc(Cl)cc3)cc21	i
CC1=C(C(=O)Nc2ccc(C)cc2C)C(c2ccc(Cl)cc2)n2nc(C(=O)OC(C)C)nc2N1 (configuration not stated)	-5%
COCCNC(=O)CCn1nc(-c2ccc(Cl)cc2)c2ccccc2c1=O	i
COC(=O)[C@@H]1Cc2nc[nH]c2CN1Cc1ccc(Cl)cc1	?
CC(C)CN1CCN(C(=O)c2cc3c(s2)CCN(C(=O)c2ccc(Cl)cc2)C3)CC1	?

Screens deposited in PubChem by National Center for Advancing Translational Sciences (NCATS).
